Screens (PubChem)
Vif inh = HIV Vif inhibition; AID 602346; inhibition, % at 7.49 µM; HEK293T cells, Vif self-association by quenched fluorescence, imaging, 24 h; hit rate 0.35% among 340,000; in the data active = inhibition above about 50%, passing the limit was not always enough; also: some results filed as inactive read as strong as hits
LMP1 NFkB inh = Epstein-Barr LMP1 NF-kappaB reporter inhibition; inhibition, % at 12.5 µM; AID 504558; LMP1-induced NF-kappaB luciferase reporter cells, luminescence; hit rate 0.69% among 350,000; in the data active = inhibition above about 41%;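 also: 0% = neutral control wells and 100% = reference inhibitor control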
NOD2 RIPK2 PPI = NOD2-RIPK2 protein interaction inhibition. CHO BLA complementation NOD2-RIPK2, CCF4 ratio. inhibition, % at 4.98 µM. hit rate 0.38% among 360,000; in the data active = inhibition above about 21%;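 also: 0% = vehicle only and 100% = reference blocker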
Target sequence (O43353 whole entry, looked up): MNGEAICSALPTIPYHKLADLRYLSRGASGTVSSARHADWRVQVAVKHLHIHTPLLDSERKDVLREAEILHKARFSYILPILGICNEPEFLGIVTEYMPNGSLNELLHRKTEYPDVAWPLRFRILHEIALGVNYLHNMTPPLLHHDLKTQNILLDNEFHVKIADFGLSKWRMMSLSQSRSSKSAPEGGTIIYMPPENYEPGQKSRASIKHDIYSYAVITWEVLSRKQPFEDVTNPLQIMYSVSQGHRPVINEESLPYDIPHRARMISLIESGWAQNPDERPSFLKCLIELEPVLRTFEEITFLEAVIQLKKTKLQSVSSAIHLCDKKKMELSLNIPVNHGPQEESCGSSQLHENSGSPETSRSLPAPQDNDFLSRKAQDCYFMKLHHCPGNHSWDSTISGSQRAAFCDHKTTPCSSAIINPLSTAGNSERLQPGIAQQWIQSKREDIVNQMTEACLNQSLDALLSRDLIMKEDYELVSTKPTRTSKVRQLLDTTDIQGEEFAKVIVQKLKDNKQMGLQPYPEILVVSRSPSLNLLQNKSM
LRH-1 inv ag = NR5A2 inverse agonism in reporter assay; O00482; HEK293T StAR-luciferase reporter, LRH-1 transfected, 24 h; inhibition, % at 3.6 µM; hit rate 0.13% among 360,000; AID 602396;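 active = inhibition above the mean inhibition of all tested compounds plus 3 SD, cut at about 73% in these data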;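 also: 0% = DMSO wells and 100% = reporter-only cells lacking LRH-1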
TLR9-MyD88 block = blocks human TLR9 binding to MyD88. CHO BLA complementation TLR9-MyD88, CCF4 FRET ratio. hit rate 0.21% among 340,000. inhibition, % at 4.98 µM;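 active = inhibition above the mean over all tested compounds plus 3 SD, cut at about 21% in these data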;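 also: 0% = DMSO only wells and 100% = clavulanate BLA inhibitor control wells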
COUP-TFII inh = blocks human COUP-TFII nuclear receptor. hit rate 0.7% among 370,000. inhibition, % at 8.6 µM. P24468. HEK293T NGFI-A luciferase reporter, luminescence. AID 686940;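 active = inhibition above a per-plate cutoff, mean inhibition of test wells between control levels plus 3 SD, cut at about 38% in these data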;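 also: cells cotransfected with COUP-TFII expression vector driving the NGFI-A reporter; 0% = median of COUP-TF2 test wells and 100% = reporter-only cells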
Target sequence (P24468 whole entry, looked up): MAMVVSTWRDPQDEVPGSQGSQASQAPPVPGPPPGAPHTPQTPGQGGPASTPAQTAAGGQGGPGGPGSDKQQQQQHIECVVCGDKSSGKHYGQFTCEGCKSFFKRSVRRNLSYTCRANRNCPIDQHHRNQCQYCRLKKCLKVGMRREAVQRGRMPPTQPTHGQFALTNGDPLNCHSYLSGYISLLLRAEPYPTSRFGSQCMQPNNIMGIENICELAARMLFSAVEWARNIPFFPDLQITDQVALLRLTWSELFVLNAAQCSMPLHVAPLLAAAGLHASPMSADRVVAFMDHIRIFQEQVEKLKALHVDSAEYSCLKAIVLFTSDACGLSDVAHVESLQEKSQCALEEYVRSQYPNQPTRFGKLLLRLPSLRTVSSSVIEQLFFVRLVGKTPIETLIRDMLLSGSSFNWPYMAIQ
NCOA1 inh = inhibits human SRC1 coactivator. hit rate 0.12% among 360,000. HEK293 GAL4-SRC1 luciferase reporter, luminescence. inhibition, % at 3.6 µM. Q15788;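 active = inhibition above the campaign mean plus 3 SD, with each screening campaign given its own cutoff, cut at about 60% in these data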;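 also: 0% = DMSO treated cells and 100% = gossypol at 36 µM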
SRC3 inh = inhibits human SRC3 coactivator. Q9Y6Q9. HEK293 GAL4-SRC3 luciferase reporter, luminescence. inhibition, % at 3.6 µM. hit rate 0.17% among 360,000. AID 588352;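 active = inhibition above a per-campaign cutoff, the mean of all compounds plus 3 SD, cut at about 60% in these data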;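 also: 0% = DMSO-treated cells and 100% = gossypol-treated cells at 36 µM; higher means less SRC3-driven luciferase light from the GAL4 reporter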
TROY NFkB inh = TROY signaling inhibition. Q293 LMP1-TROYcd NF-kB luciferase reporter, 4 h. inhibition, % at 10 µM. hit rate 0.98% among 360,000. AID 1347056;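 active = compounds whose plate-normalised and pattern-corrected inhibition of the luciferase reporter signal at the single screening dose is 50% or more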
NCOA2 inhibitor = inhibits human steroid receptor coactivator 2; Q15596; HEK293 GAL4-SRC2 luciferase reporter, luminescence; inhibition, % at 9 µM; hit rate 0.17% among 370,000; AID 651957;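 active = inhibition above the mean inhibition of all tested compounds plus 3 SD, set per campaign, cut at about 52% in these data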;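 also: 0% = DMSO treated cells and 100% = cells given Gossypol at 36 µM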
C8 TRAIL sens = sensitizes caspase-8 expressing cells to TRAIL; hit rate 1% among 360,000; NB7+C8 cells + TRAIL, ATPlite viability luminescence; inhibition (viability loss, TRAIL sensitization), % at 10 µM;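 active = compounds causing at least 50% loss of cell viability in the single-dose screen, relative to plate controls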
Numbers without * were called inactive; / = no result given.

The line under a structure holds: Vif inh, LMP1 NFkB inh, NOD2 RIPK2 PPI, LRH-1 inv ag, TLR9-MyD88 block, COUP-TFII inh, NCOA1 inh, SRC3 inh, TROY NFkB inh, NCOA2 inhibitor, C8 TRAIL sens
- Cc1ccc(NS(=O)(=O)c2c(C(=O)N3CCCC3)c(C)n(C)c2C)cc1
→ -2, -2, -1, -6, 0, -2, -26, 0, -2, 1, -11
- COc1cc(C(CCN2CCOCC2)c2c(OC)cc(OC)c3c(C)cc(=O)oc23)cc(OC)c1OC (stereo not drawn)
→ 2, -1, 2, -16, -2, 4, 8, 10, -18, -13, -11
- COc1ccc(C2(C(=O)c3ccccc3)C(=O)c3ccccc3C2=O)cc1
→ 6, 9, -3, -17, -3, /, -18, -18, -15, /, 55*
- COCCCN1C(=O)/C(=C\c2ccc3c(c2)OCO3)C(C(=O)OC)=C1C
→ 2, -6, 0, 4, 3, 17, 3, 24, 0, 19, -8
- COc1ccc(OCC(O)CN2CCN(c3ncccn3)CC2)cc1 (stereo not drawn)
→ 10, 3, 0, -2, 1, 13, 2, 10, 23, -22, 0
- O=C(OC1CCOC1=O)c1ccc(S(=O)(=O)N2CCCCCC2)cc1 (stereo not drawn)
→ 7, -4, -3, 17, -2, -11, 3, -2, -5, 1, 6
- Cc1ccccc1S(=O)(=O)N(C)C[C@@H]1OCc2cnnn2CCCC(=O)N([C@@H](C)CO)C[C@H]1C
→ 7, 6, 0, 10, 6, 9, 9, -3, -4, 4, 6
- CC(=O)c1ccc(NC(=O)COC(=O)Cc2ccsc2)cc1
→ 32, 0, -3, 13, -4, 1, -12, -10, 6, 9, -2
- CCNc1nc(Sc2ccc(C)cc2)cc(C(F)(F)F)n1
→ -1, -4, 6, 20, -2, 4, 2, 17, -2, 3, 4
- COC(=O)c1ccc(CN2C(=O)c3ccccc3C2=O)o1
→ 5, 8, 2, 0, 3, 2, -5, 0, -11, 2, -4
- COc1cc([N+](=O)[O-])ccc1N/C=C/C(=O)c1cccs1
→ /, -5, 9, -32, 7, -42, -73, -71, 16, -3, 89*
- O=C(COc1ccc(F)cc1)NCC1(N2CCOCC2)CCCCC1
→ 0, -5, 3, -27, 0, -3, -8, -17, -16, -20, 0
- N#CCCn1cc(CNCc2ccccc2)c(-c2cccc([N+](=O)[O-])c2)n1
→ 10, -2, -6, -10, -1, 11, -11, 7, 5, -12, -4
- O=C(c1cc2cc(Br)cc(Br)c2oc1=O)N1CCOCC1
→ -3, 84*, -9, -2, -9, -23, 5, 0, 5, -22, -6
- O=C(Nc1ccccc1)/C(=C/c1cccc(Br)c1)NC(=O)c1ccco1
→ 7, 7, -4, 6, 1, 14, -4, 10, -10, 3, 0
- Cc1cc(OC2CCCCC2)nc(NCc2ccccc2)n1
→ 1, /, -23, 9, /, -6, 5, 10, -4, 15, -8
- C/C(=N\NC(=O)Cc1ccccc1)c1cccnc1
→ -1, 6, -12, -19, 9, 3, -45, 13, -16, -3, 6
- COc1ccc(S(=O)(=O)NCc2ccccn2)c(Cl)c1Cl
→ 4, -6, -1, -21, 0, -12, -29, -39, -12, 0, -4
- CCCCn1c(C)cc(C)c(S(=O)(=O)c2ccccc2C)c1=O
→ /, -1, 7, 0, 11, 2, 4, -4, -14, -21, -8
- O=C(CC(Cc1ccccc1)C(=O)O)Nc1ccc(F)cc1 (stereo not drawn)
→ -7, -5, -4, 3, 4, 2, -14, 3, 9, 12, -2
- COc1ccc(C(=O)NC(=O)COC(=O)C2COc3ccccc3O2)cc1 (stereo not drawn)
→ 8, -5, 0, -2, -3, 4, -7, -6, 7, -7, -7
- Cc1cc(Br)cn2c(Cc3ccccc3)c(-c3cccc(Br)c3)nc12
→ /, /, -7, -7, /, -3, -4, -12, 12, -20, 23
- COC(=O)CSc1ccc2c(N)c(C(=O)OC)sc2c1
→ 11, 7, -2, -8, 0, -9, 3, 8, -15, -15, -1
- Oc1ccc(N=Nc2nccs2)c(O)c1
→ -10, 22, 3, -6, -10, /, -4, 13, 46, /, 34
- COc1ccc(NS(=O)(=O)c2ccc(-n3cnnn3)cc2)cc1OC
→ -2, 4, -1, -2, -9, 12, 3, 22, 9, 7, -4
- CC(=O)c1cccc(NC(=O)c2cc(-c3ccncc3)nc3ccccc23)c1
→ 0, -4, -1, 16, 11, -9, 0, 21, -10, -21, -3
- Cc1ccc(NC(=O)COc2cccc(/C=C3\SC(=S)N(CCC(=O)O)C3=O)c2)cc1Cl
→ -1, -11, -4, -5, 6, -3, -56, -35, -17, 17, 21
- O=c1c2ccccc2ncn1Cc1nc2ccccc2s1
→ -4, -8, 0, 0, -8, -1, -33, -6, -47, -43, 11
- COCCNC(=O)/C(C#N)=C/c1ccc(C(=O)O)cc1
→ -2, 1, -4, -2, -2, -7, 0, -1, 3, -5, 4
- Cc1ccsc1C(=O)NNC(=O)COc1ccc(Br)cc1
→ 0, 5, 0, 12, 8, -7, 0, 2, -2, 12, 5

An excerpt from above, reduced to TROY NFkB inh, LRH-1 inv ag and Vif inh.
mol	TROY NFkB inh	LRH-1 inv ag	Vif inh
Cc1ccccc1S(=O)(=O)N(C)C[C@@H]1OCc2cnnn2CCCC(=O)N([C@@H](C)CO)C[C@H]1C	-4	10	7
C/C(=N\NC(=O)Cc1ccccc1)c1cccnc1	-16	-19	-1

Carrying on:
The line under a structure holds: Vif inh, LMP1 NFkB inh, NOD2 RIPK2 PPI, LRH-1 inv ag, TLR9-MyD88 block, COUP-TFII inh, NCOA1 inh, SRC3 inh, TROY NFkB inh, NCOA2 inhibitor, C8 TRAIL sens
- CCOC(=O)c1c(C)c(C(=O)N2CCCCCC2)c(C)n1C
→ 4, 7, 3, -9, 4, 0, 2, 9, 12, -7, 0
- CC1=C/C(=N\OS(=O)(=O)c2ccccc2)C(C)=CC1=O
→ -33, 9, 54*, 57, 12, /, -25, 53, 0, /, -4
- CCOC(=O)C1C(=O)C(C(=O)OCC)C(c2cccnc2)NC1c1cccnc1 (stereo not drawn)
→ 2, -9, 6, 23, -12, 21, -3, 6, -13, -2, -7
- CN1C(=O)C2(CCCCC2)C1c1ccccc1 (stereo not drawn)
→ -1, 1, -1, 19, -5, -2, -1, 3, -1, 0, 4
- O=C(CCSCCC(=O)Nc1c(F)c(F)c(F)c(F)c1F)Nc1c(F)c(F)c(F)c(F)c1F
→ -7, -5, -1, 15, 2, 9, 17, 9, 2, -19, 0
- Cn1cnnc1SCC(=O)NCCc1ccccc1
→ 8, -2, 5, 5, 2, 0, -10, -8, -3, -27, -12
- COC(=O)Nc1ccc(S(=O)(=O)NC2CCS(=O)(=O)C2)cc1 (stereo not drawn)
→ -22, -3, -25, 18, 2, 7, 4, 7, -11, 5, -9
- CCc1ccc2[nH]c3nc(SCC(=O)NNC(=O)c4ccc(C(C)(C)C)cc4)nnc3c2c1
→ 90*, -21, -4, -10, 5, -1, -12, -7, -62, 9, 11
- CCC(O)c1cc2c(cc1NC(=O)c1cccs1)OCCO2 (stereo not drawn)
→ 7, -3, -14, 15, 0, -1, -22, -7, -10, -24, -8
- O=C(CCc1nnc2ccc(N3CCC4(CC3)OCCO4)nn12)NCc1ccccc1Cl
→ 2, -10, -10, 6, -41, 5, -12, 5, -6, -27, -11
- O=C(COC(=O)c1ccccc1C(=O)c1ccccc1)Nc1cccc([N+](=O)[O-])c1
→ 0, -5, 4, -5, 8, -5, 8, 10, -29, -6, 10
- Cc1ccc(C23CC4CC(CC(CN)(C4)C2)C3)cc1
→ -4, -21, 7, 2, -1, -8, -7, 13, -8, 12, 1
- CCOC(=O)N1CCC2(CC1)C(C#N)=C(N)Oc1n[nH]c(CSc3ccc(C)cc3)c12
→ 3, 8, 9, 21, -6, -6, -7, 35, 0, 32, 0
- CS(=O)(=O)N1CCCC(C(=O)NCCN2CCC(Cc3ccccc3)CC2)C1 (stereo not drawn)
→ 7, 8, -8, -31, 2, -6, -4, 8, -5, 18, -2
- Cc1ccc(S(=O)(=O)Nc2cc(C(=O)N3CCOCC3)ccc2N2CCCCC2)cc1
→ 2, 6, 0, 9, -5, 0, 0, -12, 22, -7, 10
- CCOc1ccc(N(CC(=O)N2CCCCCC2)S(=O)(=O)c2ccc(F)cc2)cc1
→ -9, 0, 4, 2, -12, -2, 12, 6, 0, -6, -8
- O=C(NCCOc1ccccc1Cl)c1ccc2c(c1)S(=O)(=O)c1cc(Cl)ccc1C2=O
→ 0, 5, -4, -2, -6, -8, 8, 11, -29, -8, 2
- N#Cc1c(/N=C/c2ccco2)sc2c1CCC2
→ 4, 5, -8, -2, -4, 5, -10, -8, -2, 14, -3
- COCC(C)n1c(C)cc(C(=O)COC(=O)c2cc(=O)[nH]c3ccccc23)c1C (stereo not drawn)
→ 11, 25, 2, 5, -4, 62*, 33, 37, 83*, 24, 48
- Cc1ccc(NC(=O)COC(=O)c2cc(Cl)ccc2[N+](=O)[O-])c(C)c1
→ 2, 1, 6, 20, 3, -8, -8, 24, -3, 14, -1
- O=C(NCCSCc1ccco1)c1ccc(=O)[nH]c1
→ 18, 1, -1, 3, 0, 10, 3, -22, 1, -19, 0
- Cc1c(NC(=O)c2cnn3c2NC(c2ccccc2)CC3C(F)(F)F)c(=O)n(-c2ccccc2)n1C (stereo not drawn)
→ 2, -8, 11, 9, -3, -1, -2, 20, -18, -4, 5

Some of these compounds in order of number of heavy atoms, largest number first.
The line under a structure holds: Vif inh, LMP1 NFkB inh, NOD2 RIPK2 PPI, LRH-1 inv ag, TLR9-MyD88 block, COUP-TFII inh, NCOA1 inh, SRC3 inh, TROY NFkB inh, NCOA2 inhibitor, C8 TRAIL sens
- O=C(CCc1nnc2ccc(N3CCC4(CC3)OCCO4)nn12)NCc1ccccc1Cl
→ 2, -10, -10, 6, -41, 5, -12, 5, -6, -27, -11
- CC(=O)c1ccc(NC(=O)COC(=O)Cc2ccsc2)cc1
→ 32, 0, -3, 13, -4, 1, -12, -10, 6, 9, -2
- CC1=C/C(=N\OS(=O)(=O)c2ccccc2)C(C)=CC1=O
→ -33, 9, 54*, 57, 12, /, -25, 53, 0, /, -4
- C/C(=N\NC(=O)Cc1ccccc1)c1cccnc1
→ -1, 6, -12, -19, 9, 3, -45, 13, -16, -3, 6

Not all compounds are listed, so the mix of outcomes need not match the whole.
